GAA glycogen: GAA glycogen-cleavage inhibition or activation | P10253 | recombinant GAA, glycogen substrate, Amplex Red glucose oxidase fluorescence | Potency, µM (highest dose often 76.4 µM), without a hit: at the top dose activity change, negative = inhibition, usual class: inhibitors | hit rate 0.38% among 300,000;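 note: potency is the fitted concentration of half-maximal effect; 0% = full enzyme reaction and -100% = no-enzyme basal signal; the screen sought inhibitors and activators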
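qHTS, 1536-well; enzyme 4 nM final; cpd up to 77 uM; substrate bovine liver glycogen 30 ug; 50 mM citrate/phosphate pH 5.0, 0.01% Tween-20; 37 C, 40 min; Amplex Red detection 45 min RT; Hill fit → AC50.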
GAA inhib: blocks human lysosomal alpha-glucosidase | Potency, µM (series often up to 76.9 µM), inactives show top-dose activity change, negative = inhibition, usual class: inhibitors | purified human GAA, 4-MU-alpha-glucoside fluorescence | hit rate 0.005% among 200,000 | P10253;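 note: potency is the fitted concentration of half-maximal effect; plate controls were uninhibited enzyme wells for no effect and no-enzyme background for full effect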
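Fluorescence at Ex 365/Em 440 nm from 4-methylumbelliferone reported enzyme activity after 20 min at room temperature. Reactions used 4 nM enzyme and 400 uM substrate at pH 5.0; curves fitted with the Hill equation.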
HttQ103 aggreg: reduces HttQ103-GFP aggregates in PC12 cells | PC12 HttQ103-GFP aggregates, Acumen cytometry, 40 h | Potency, µM (top dose mostly 46.1 µM), inactives show at the top dose activity change, negative = inhibition, hits mostly inhibitors | hit rate 1.1% among 220,000 | AID 1688; note: potency is the fitted concentration of half-maximal effect; % is set by controls: 0 for no effect and ±100 for the full control effect; nearly all actives have a fitted effect of over 60% in size
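PC12/HTTQ103-GFP, ecdysone-inducible; teb 100 nM; cpd qHTS titration; GFP aggregates read on laser cytometer, Ex 488/Em 500-530 nm.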
GAA spleen mod: inhibits or activates alpha-glucosidase in human spleen homogenate. P10253. human spleen homogenate, 4-MU-alpha-glucoside fluorescence. Potency, µM (doses to about 79.9 µM), for the others: top-dose activity change, negative = inhibition, most hits filed as inhibitors. hit rate 0.006% among 240,000. AID 2112;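 note: potency is the fitted concentration of half-maximal effect; 0% = enzyme with vehicle and -100% = no enzyme basal signal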
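AC50 values come from Hill-equation fits of concentration-response data, normalized to no-enzyme and full-activity controls. Enzyme source: 1 ug human spleen homogenate; 1 mM fluorogenic 4-MU glucoside, pH 5.0 citrate buffer, 37 C, 40 min.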
LMNA splice mod: modulators of lamin A splicing. HeLa LMNA splicing GFP/RFP minigene ratio, 48 h. Potency, µM (series often up to 46.1 µM), inactives show at the top dose ratio change, negative = inhibition, hits mostly inhibitors. hit rate 0.01% among 200,000; active = well fitted inhibition curve with a large enough effect in the signal ratio, with a control signal flat, not every such curve was filed as active; inconclusive = small, poorly fitted or top-dose-only effect, or effect the other way, or a change in a side signal; the % refers to the signal ratio; note: potency is the fitted concentration of half-maximal effect; % is set by controls: 0 for no effect and ±100 for the full control effect
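S3 HeLa stable clones carrying a lamin A-EGFP splicing minigene plus DsRed2 were seeded at 600 cells/well in Opti-MEM with 2% FBS, pin-dosed and incubated 48 h at 37°C. Acumen cytometry (488 nm) gave the GFP/RFP total-intensity ratio.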
CBFb-RUNX1 inh: CBF-beta/RUNX1 interaction disruption | Potency, µM (series often up to 59.8 µM), for the others: at the top dose activity, negative = inhibition, actives largely listed as inhibitors | 230,000 tested, under 10 active | Q01196+Q13951 | AlphaScreen CBFb-His/RUNX1-biotin binding, biochemical; note: % of control where 0% means no effect
Target sequence (Q01196 whole entry, looked up): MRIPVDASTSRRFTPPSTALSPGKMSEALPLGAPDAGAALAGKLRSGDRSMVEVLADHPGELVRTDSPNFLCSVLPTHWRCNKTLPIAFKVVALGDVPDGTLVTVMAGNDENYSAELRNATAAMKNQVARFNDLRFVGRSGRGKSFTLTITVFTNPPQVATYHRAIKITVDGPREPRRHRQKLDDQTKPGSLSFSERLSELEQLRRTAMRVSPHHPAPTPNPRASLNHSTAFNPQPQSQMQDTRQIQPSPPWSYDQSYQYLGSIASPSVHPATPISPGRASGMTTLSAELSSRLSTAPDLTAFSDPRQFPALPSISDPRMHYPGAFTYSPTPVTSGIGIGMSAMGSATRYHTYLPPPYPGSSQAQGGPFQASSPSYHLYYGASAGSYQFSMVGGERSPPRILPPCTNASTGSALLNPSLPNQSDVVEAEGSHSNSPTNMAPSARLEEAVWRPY
Target sequence (Q13951 whole entry, looked up): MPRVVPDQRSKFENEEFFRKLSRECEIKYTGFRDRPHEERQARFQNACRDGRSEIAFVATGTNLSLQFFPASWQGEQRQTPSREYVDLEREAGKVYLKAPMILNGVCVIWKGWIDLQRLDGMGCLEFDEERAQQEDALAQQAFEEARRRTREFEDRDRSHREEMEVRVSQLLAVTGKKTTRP
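Interaction loss through any mechanism counts as activity. Pre-formed complex of His-CBF-beta and biotin-RUNX1 (30 nM apiece) is incubated with compound 15 min, then with 50 ng nickel and 50 ng streptavidin beads for 90 min before AlphaScreen detection.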
HTT ATP protect: protects HTT-Q103 PC12 cells, measured by ATP. PC12 HTT-Q103 induced, cytoprotection, ATP luminescence, 40 h. Potency, µM (doses to about 56.4 µM), inactives show cytoprotection (ATP increase), usual class: activators. hit rate 0.14% among 230,000. AID 1471;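 note: potency is the fitted concentration of half-maximal effect; % of control where 0% means no effect; nearly all actives have a fitted effect of over 45% in size; toxic huntingtin expression switched on by the ecdysone agonist tebufenozide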
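Quantitative HTS on tebufenozide-induced (100 nM) PC12 cells expressing HTTQ103 exon 1–GFP; compounds tested as a concentration series; survival measured via cellular ATP.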
Numbers without * were called inactive; ? = inconclusive; · = not tested or not shown; & = joins results of further samples; [ ] = dose if it differs, or a comment. Unless noted, calls come from the whole dose curve; as a rule, active = well fitted curve in the direction sought with a large enough effect; inconclusive = small, poorly fitted or top-dose-only effect, or another doubt; inactive = no such curve, though single readings can be large; an effect the other way counts as inactive or inconclusive.

SMILES	GAA glycogen	GAA inhib	HttQ103 aggreg	GAA spleen mod	LMNA splice mod	CBFb-RUNX1 inh	HTT ATP protect
CC1C(=O)C(C)C(c2ccco2)NC1c1ccco1 (centres undefined)	-9%	-6%	-18%	-2%	1%	-2%	0%
O=C(O)c1ccc2c(c1)C(=O)N(NC(=O)c1ccc(O)cc1)C2=O	-4%	3%	13%	-8%	?	8%	25%[10 µM]
CCCCn1c(SCc2nc3ccccc3s2)nc2cc(S(N)(=O)=O)ccc21	-1%	-5%	1%[9.22 µM]	0%	?	-6%	26%
COc1ccc(Cl)cc1C(=O)CSc1nnnn1C1CCCCC1	-5%	?	-20%	-1%	-10%	19%	4%[10 µM]
Cc1ccc(C(=O)N2CCN(C3c4cccc5cccc(c45)C3NS(=O)(=O)c3ccccc3)CC2)cc1 (centres undefined)	-3%	-5%	-29%	-10%	-6%	-16%	-75%[inhibitor]
CCc1cccc2c(C(=O)CCl)c[nH]c12	-4%	-3%	?	0%	?	4%	-56%[inhibitor][10 µM]
O=C(CSC(=S)N1CCSCC1)c1ccccc1	0%	-1%	-8%	-2%	-4%[9.22 µM]	5%	-58%[inhibitor]
CCOc1ccc(N(CC(=O)NCC2CCCO2)S(=O)(=O)c2ccc(SC)cc2)cc1 (centres undefined)	-12%	-10%	17%	-7%	5%	3%	11%
C#CCOC(=O)c1ccccc1C(=O)OCC#C	-2%	3%	14%	-1%	16%	5%	4%
CCn1c2ccccc2c2nnc(SCC(=O)NC3CCS(=O)(=O)C3)nc21 (centres undefined)	2%	1%	-7%	-9%	-2%	-5%	-15%[10 µM]
CC(NC(=O)COc1ccccc1)C(=O)NC1=NCCS1 (centres undefined)	1%	-1%	8%	-5%	12%	1%	-6%[1.9 µM]
NC(=O)NC(c1ccccc1)c1ccccc1	3%	-6%	5%	6%	-2%	-1%	20%
CC(C)=CCC(C)(C)C1OCCN1C(=O)c1ccccc1 (centres undefined)	2%	-8%	1%	-2%	10%	5%	6%
Cc1ccc(Nc2ncnc3sc(C)c(C)c23)cc1C	1%	-10%	-18%	-4%	-15%	8%	-23%
Cc1ccc(-c2cc(=O)c3cc(Cl)ccc3[nH]2)cc1	-3%	·	-3%[9.22 µM]	-11%[119 µM]	·	17%[89.1 µM]	-127%[inhibitor][96.6 µM]
COc1cc(CC(NC(C)=O)C(=O)NC2CCN(C(=O)c3cc(OC)c(OC)c(OC)c3)CC2)cc(OC)c1 (centres undefined)	-7%	4%	-22%[9.22 µM]	10%	2%[46 µM]	10%	-9%[10 µM]
Cc1occc1-c1nnc(SCC(=O)c2cc3ccccc3oc2=O)o1	-20%	-3%	22%	-1%	0%	-17%	-4%[0.074 µM]
Cc1ccc(S(=O)(=O)N(C)CC(=O)NCc2ccncc2)cc1	0%	-3%	3%	-4%	-5%	5%	-2%
COc1ccc(OC)c(S(=O)(=O)N(C(C)=O)c2ccc3oc(=O)sc3c2)c1	-3%	1%	16%	0%	·	0%	?
CC(=O)Nc1ccc(S(=O)(=O)N2CCN(c3ccccn3)CC2)cc1	1%	-4%	7%	6%	-22%	-4%	7%
Cc1cccc(C(=O)O)c1O	·	·	1%	-2%	-5%	·	6%
C=C(Br)Cn1cnc2ccccc21	1%	-1%	-6%	0%	6%[46 µM]	0%	-21%
CC(=O)c1cccc(NC(=O)CN2C(=S)NC(C)(C)CC2C)c1 (centres undefined)	-5%	2%	7%	-10%	-13%[46 µM]	10%	-29%
CC(C)[C@@H](CC(=O)N[C@@H]1CCCC[C@H]1C(=O)N[C@H](CC(=O)N[C@@H](CCC(=O)O)CC(=O)O)Cc1ccccc1)NC(=O)C[C@H](Cc1ccccc1)NC(=O)[C@@H]1CCCC[C@H]1N	·	·	·	-1%	·	12%	?
COC(=O)[C@H]1CCCN1C(=O)Nc1cccc(Oc2c(F)c(F)c(F)c(F)c2F)c1	?	-7%[15.4 µM]	-6%	5%	4%	10%	-14%
Cc1ccc(S(=O)(=O)N(C)C)cc1NC(=O)c1cccs1	6%	·	-2%[9.22 µM]	1%	·	10%	-14%[10 µM]
O=C(CN1CCN(S(=O)(=O)c2ccc(Br)cc2)CC1)Nc1ccc2c(c1)OCO2	1%	-14%	12%	-2%	4%	-2%	-16%
CCCCOC(=O)c1ccc(NS(=O)(=O)c2cc(-c3nnnn3CC)ccc2OC)cc1	-8%	-4%	0%	-2%	?	1%	-34%
OCCN=c1cc(-c2ccccc2)oc2ccc(Cl)cc12	6%	2%	-20%	-10%	-8%	0%	-46%[inhibitor]
CCn1c(C)nc2cc(C(=O)NNC(=O)Nc3cccc(Cl)c3)ccc21	-3%	12%	-9%[9.22 µM]	0%	19%[46 µM]	1%	5%[10 µM]
COc1ccc(C(=O)N=c2sccn2C)cc1	10%	11%	-5%	-5%	-1%[46 µM]	-1%	-78%[inhibitor]
CCC1=C(OC(=O)N(CC)CC)N2C(=O)OC(=NCC3CC3)[C@]2(Cc2ccccc2)[C@H]2C1=CC[C@H]1C(=O)N(CC)C(=O)[C@H]12	-2%	·	11%[9.22 µM]	8%&-4%	·	3%&8%	-27%
COc1ccc(OC)c(C2=NOC(C(=O)Nc3cc(C)nn3-c3ccccc3)C2)c1 (centres undefined)	8%	7%	-14%	-4%	?	5%	15%[10 µM]
COc1cccc(-c2nc(CS(=O)(=O)CC(=O)NCCC(C)C)c(C)o2)c1	0%	-5%	-15%	5%	-10%	5%	2%
Cc1ccc(S(=O)(=O)N/N=C2/CC(=O)CC(C)(C)C2)cc1[N+](=O)[O-]	?	·	-17%[9.22 µM]	-8%	·	-1%	3%[10 µM]
C#CCOCCOCCOCCNc1nc(N2CCN(C(=O)[C@H](CCC(=O)O)n3cc(C(N)CO)nn3)CC2)nc(N2CCN(C(=O)[C@H](CCC(=O)O)n3cc(C(N)CO)nn3)CC2)n1 (some centres undefined)	-2%	·	17%[9.22 µM]	-2%	·	-5%	1%[10 µM]
CCN(CC)S(=O)(=O)c1ccc(-c2nnc(SCc3nnc(-c4ccccc4)o3)o2)cc1	2%	3%	-11%	4%	-4%	13%	-3%[10 µM]
CN1CCN(Cc2c(O)ccc3c(-c4ccccc4)cc(=O)oc23)CC1	-5%	1%	-24%	-2%	-10%	3%	-35%
COC(=O)CC1C(=O)NC2CCCCC2N1C(=O)CCl (centres undefined)	-1%	·	20%[9.22 µM]	1%	·	4%	14%[10 µM]
Cc1cc(C)nc(-n2nc(C)cc2NC(=O)CN2CCCC(C)C2)n1 (centres undefined)	1%	-2%	27%	4%	16%	-4%	-12%
O=C(O)C1=C[C@H](c2ccc(F)cc2)C[C@H](OCc2ccc(CO)cc2)O1	9%	·	40%[9.22 µM]	0%	·	5%	-2%[10 µM]
NC(=S)Nc1cccc(F)c1	-3%	-3%	-21%[9.22 µM]	3%	·	-2%	-4%[10 µM]
CC(C)Cn1c(N)c(C(=O)CSc2ccccc2)c(=O)n(C)c1=O	-2%	10%	?	-9%	?	6%	29%[10 µM]
O=C(/C=C/c1c(Cl)cccc1Cl)NCCc1ccccc1	0%	-1%	5%	-8%	27%	2%	-20%
Cc1ccc2c(c1)SC1=NC(c3ccccc3)(C(F)(F)F)NC(=O)N12 (centres undefined)	1%	2%	5%	-4%	133%	-1%	-23%

Some entries already given, reduced to GAA spleen mod.
mol	GAA spleen mod
Cc1ccc2c(c1)SC1=NC(c3ccccc3)(C(F)(F)F)NC(=O)N12 (centres undefined)	-4%
C#CCOCCOCCOCCNc1nc(N2CCN(C(=O)[C@H](CCC(=O)O)n3cc(C(N)CO)nn3)CC2)nc(N2CCN(C(=O)[C@H](CCC(=O)O)n3cc(C(N)CO)nn3)CC2)n1 (some centres undefined)	-2%

Next part.
SMILES	GAA glycogen	GAA inhib	HttQ103 aggreg	GAA spleen mod	LMNA splice mod	CBFb-RUNX1 inh	HTT ATP protect
CC(C)(C)c1ncc(S(=O)(=O)c2ccc(C(F)(F)F)cn2)c(N)n1	-7%	-4%	5%[9.22 µM]	3%	?	3%	20%[10 µM]
CCOC(=O)CN1C(=O)S/C(=C/c2cc(C)n(-c3ccccn3)c2C)C1=O	0%	-1%	4%	-2%	7%	-9%	-105%[inhibitor]
COc1ccc(CC(=O)NC2CCN(Cc3nnnn3C(C)(C)C)CC2)cc1OC	-5%	1%	-14%	1%	10%	4%	-7%
CSc1nnc2c(n1)c(C)nn2-c1cccc(C)c1	-2%	2%	-21%	-7%	?	?	8%[10 µM]
COc1ccc(CN(C(=O)c2cc3ccccc3oc2=O)C2CCCCC2)cc1OC	12%	5%	2%	-6%	?	7%	22%[10 µM]
O=C(COc1ccccc1)Nc1ccc(N2CCN(C(=O)c3cccs3)CC2)cc1	-8%	?	1%[9.22 µM]	5%	?	-2%	16%[10 µM]
O=C(NNC(=O)c1nn(-c2ccc(F)cc2)ccc1=O)c1ccccc1Cl	-5%	7%	1%[9.22 µM]	-1%	·	6%	15%[10 µM]
CSc1cccc(NS(=O)(=O)c2ccc(F)cc2)c1	-3%	-6%	5%	-4%	-3%	14%	11%
CCOC(=O)C1CCN(C(=O)C2(NC(=O)Nc3cccc(F)c3)CCCCC2)CC1	10%	6%	-2%	-3%	-2%[9.22 µM]	11%	-10%
COc1cc(NC(=O)c2ccc(Br)o2)ccc1NC(=O)c1ccccc1Cl	-12%	?	3%	-8%	-6%	-14%	3%
COC(=O)CC1COc2ccccc2N1C(=O)c1ccc(C(C)(C)C)cc1 (centres undefined)	-6%	-1%	-19%	-7%	6%	5%	?
COC(=O)c1ccccc1NC(=O)CSc1nc(-c2ccco2)cc(C(F)(F)F)n1	-5%	-2%	9%	-9%	?	2%	-7%[10 µM]
CN1CC(=O)N(CC(=O)N2CCC(Cc3ccccc3)CC2)C1=O	3%	?	6%	-1%	18%[46 µM]	-19%	?

Structural class, the compounds so far with a tert-butyl group (three)
SMILES	GAA glycogen	GAA inhib	HttQ103 aggreg	GAA spleen mod	LMNA splice mod	CBFb-RUNX1 inh	HTT ATP protect
CC(C)(C)c1ncc(S(=O)(=O)c2ccc(C(F)(F)F)cn2)c(N)n1	-7%	-4%	5%[9.22 µM]	3%	?	3%	20%[10 µM]
COc1ccc(CC(=O)NC2CCN(Cc3nnnn3C(C)(C)C)CC2)cc1OC	-5%	1%	-14%	1%	10%	4%	-7%
COC(=O)CC1COc2ccccc2N1C(=O)c1ccc(C(C)(C)C)cc1 (centres undefined)	-6%	-1%	-19%	-7%	6%	5%	?
